ssDAF12 agonist: activates DAF-12 receptor from parasite S. stercoralis; HEK293 ssDAF-12/GRIP1 lit1-tk-luc reporter, luminescence; % of 3 µM dafachronic acid response; activation, % at 6.8 µM; hit rate 1% among 370,000;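 active means activation above the mean over all tested compounds plus 3 SD, cut at about 0.9% in these data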;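 further: 0% = DMSO-only wells and 100% = 3 µM delta7-dafachronic acid wells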
GC-B act: GC-B (human) receptor activation. HEK293-GC-B cells, CNP EC30, cGMP TR-FRET; 0% at EC30 CNP, 100% saturating CNP. activation, % at 10 µM. hit rate 0.11% among 370,000;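 active means activation at 10 µM reaching about 35% in either raw or pattern-adjusted values, limit read from the data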
hcDAF12 agonist: activators of H. contortus DAF-12 nuclear receptor | HEK293 hcDAF-12 lit1-tk-luc reporter, luminescence; 0% DMSO, 100% Δ7-dafachronic acid | activation, % at 6.8 µM | hit rate 1.4% among 370,000 | AID 652067;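 active means activation above the mean of all tested compounds plus 3 SD, cut at about 5.5% in these data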;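 further: 100% = response to 3 µM Δ7-dafachronic acid high control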
hgDAF-12 ag: hgDAF-12 agonism, primary luciferase screen; HEK293 GAL4-hgDAF12 UAS-luciferase reporter, agonist luminescence; normalized to butyrate control; activation, % at 6.8 µM; hit rate 1.8% among 370,000;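 active means activation above a cutoff set at the mean of all screened compounds plus 3 SD, cut at about 10% in these data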;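 further: 0% = DMSO wells and 100% = sodium butyrate wells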
proKLK7 act: activators of human kallikrein-7 zymogen; P49862; purified proKLK7, EDANS-DABCYL substrate fluorescence; 100% is mature enzyme control, 0% vehicle; activation, % at 7 µM; hit rate 0.9% among 370,000;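 active means activation above the mean of all tested compounds plus 3 SD, computed per campaign excluding outliers beyond control limits, cut at about 13% in these data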
Target sequence (P49862 whole entry, looked up): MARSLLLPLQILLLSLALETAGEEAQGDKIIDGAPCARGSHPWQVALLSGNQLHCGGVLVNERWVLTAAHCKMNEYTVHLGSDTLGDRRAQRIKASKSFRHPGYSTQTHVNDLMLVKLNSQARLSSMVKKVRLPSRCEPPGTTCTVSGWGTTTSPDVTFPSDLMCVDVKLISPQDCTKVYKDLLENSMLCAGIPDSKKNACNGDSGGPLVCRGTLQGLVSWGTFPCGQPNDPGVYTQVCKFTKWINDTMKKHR
DAX1 inh-1: blocks DAX1 repression of SF-1 activated StAR promoter; HEK293T StAR-luciferase reporter, SF-1/DAX-1 repression relief; inhibition, % at 6.8 µM; hit rate 1.1% among 370,000; AID 652010;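 active means inhibition above the mean over all tested compounds plus 3 SD, cut at about 3.6% in these data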;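 further: 0% = DAX-1 cells with DMSO and 100% = cells lacking DAX-1 with DMSO; higher inhibition means more luminescence from relief of DAX-1 repression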
GAA850 FXN act: activators of GAA850 frataxin (FXN) promoter. HEK293 lucGAA850 FXN promoter luciferase reporter, 24 h; percent of 10 µM SAHA response. activation, % at 6 µM. hit rate 0.56% among 360,000. AID 540364;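 active means activation above the average of all compounds screened plus 3 SD, cutoff fixed separately per campaign, cut at about 7.5% in these data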;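 further: 0% = DMSO wells and 100% = 10 µM SAHA wells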
sPLA2-III inh: Blocks human group III sPLA2 activity; QFRET BODIPY PC-A2 liposome hydrolysis, fluorescence; inhibition, % at 12.2 µM; hit rate 0.56% among 370,000; Q9NZ20;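 active means inhibition above mean plus 3 SD of compounds lying within the high and low control bounds, cut at about 19% in these data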;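 further: 0% = median of test compound wells and 100% = no enzyme DMSO wells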
DAX1 inh-2: inhibitors of human orphan nuclear receptor DAX1 (NR0B1). hit rate 0.99% among 340,000. AID 504766. P51843. inhibition, % at 6.75 µM. HEK293 Gal4-DAX1 luciferase reporter, luminescence;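 active means inhibition above the mean over all tested compounds plus 3 SD, cut at about 4.2% in these data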;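 further: 0% = DAX1-transfected cells with DMSO and 100% = empty-vector control cells with DMSO; inhibition shows as a rise in luminescence from relieved DAX1 repression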
Target sequence (P51843 207-470 limits assumed): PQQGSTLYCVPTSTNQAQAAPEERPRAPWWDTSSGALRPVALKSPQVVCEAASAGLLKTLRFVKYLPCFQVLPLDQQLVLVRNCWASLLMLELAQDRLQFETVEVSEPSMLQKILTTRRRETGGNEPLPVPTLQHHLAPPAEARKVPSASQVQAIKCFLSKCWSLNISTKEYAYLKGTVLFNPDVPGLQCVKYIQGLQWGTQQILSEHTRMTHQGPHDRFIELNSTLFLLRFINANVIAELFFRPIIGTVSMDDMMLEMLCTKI
NPR1 activator: GC-A (human) enzyme activation; P16066; HEK293 GC-A cells, cGMP TR-FRET, EC30 ANP; 0% at EC30 ANP, 100% saturating ANP; activation, % at 10 µM; hit rate 0.14% among 370,000; AID 1671463; in the data active means activation above about 40%
SMARCA2 act: SMARCA2 function activation, primary screen. MG213 cells, MMTV-luciferase reporter, dexamethasone, overnight. activation, % at 9.1 µM. hit rate 1% among 370,000. AID 652017; in the data active means activation above about 7.8%;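 further: 0% = vehicle wells and 100% = reference activator wells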
Starred values were filed as active, the others as inactive; x = not tested or not shown.

mol	DAX1 inh-2	proKLK7 act	hcDAF12 agonist	GC-B act	SMARCA2 act	hgDAF-12 ag	sPLA2-III inh	NPR1 activator	GAA850 FXN act	DAX1 inh-1	ssDAF12 agonist
CCN1CCN(c2ccc(S(=O)(=O)N3CCCCC3)cc2NC(=O)/C=C/c2cccc(OC)c2OC)CC1	-0.8	-0.7	-1.1	-1	2	0.4	-5	-5	0.5	1.5	-1.6
CN1CCN(C(=O)C2CCN(S(=O)(=O)c3cnc[nH]3)CC2)CC1	-0.7	0.0	-0.9	-4	-5	0.4	0	4	-0.1	-0.7	-0.2
Cn1c(SCc2ccccc2Cl)nc(C(F)(F)F)cc1=O	1.3	-0.5	-0.8	4	-2	3.0	0	3	3.1	1.4	-1.1
COc1ccc2c3c(c(=O)oc2c1OCC(=O)C(C)(C)C)CCCC3	0.6	2.8	-0.9	5	1	-0.1	-2	6	2.3	1.7	-1.5
CN1OC[C@@H]2CN(C(=O)CCc3ccccc3)[C@H](c3cccc(-c4ccc(C#N)cc4)c3)C[C@@H]21	0.1	0.5	-0.7	-3	-2	-3.4	0	-9	-0.3	-0.5	-1.6
Cc1ccc(C)n1-c1ccc(N(C)C)cc1	1.3	0.5	-0.5	-11	-3	-2.3	8	-1	0.6	-0.8	-1.2
CC(=O)Nc1nnc(CSCc2ccc(F)cc2)s1	1.9	0.5	0.0	1	1	1.8	5	1	2.2	0.1	-0.5
CCCCCCn1c(O)c(/C=C2\C=NN=C2c2ccccc2)sc1=S	1.4	-0.1	2.5	0	-1	-0.2	8	-4	3.0	0.9	-0.3
O=C(CC1C(=O)NCCN1CC1CCCCC1)NCc1ccc(F)cc1F (stereo unspecified)	1.0	0.0	-1.3	1	3	-0.7	-5	-4	-0.2	-0.2	-1.3
O=C(O)c1cccc(C(=O)c2cccc(C(=O)O)c2)c1	0.2	0.3	0.7	-2	-3	-2.7	0	0	0.8	-0.1	-1.0
COc1cc(C(=O)Oc2cccc(/C=N/NC(=O)c3cc(C)[nH]n3)c2)cc(OC)c1OC	-0.9	0.1	0.7	8	-2	3.3	-10	-4	1.4	-0.5	-0.8
CCC(=O)N1CCC1(C)C(=O)Nc1ccc2nc(C)ccc2c1 (stereo unspecified)	x	0.9	-1.9	2	-2	0.2	9	2	-3.3	-0.9	-1.7
CCC(C(=O)N1CCN(c2ccccc2OC)CC1)c1ccccc1 (stereo unspecified)	-0.4	0.2	-0.1	5	0	-1.1	3	-2	-0.8	0.0	-0.7
CC1(C)C=C(c2ccc(O)cc2)CC(C)(C)N1	1.2	0.5	2.6	4	0	-0.6	12	1	-2.0	-0.5	-0.4
CS(=O)(=O)c1nsc2nc(=O)c(/C=C3\C=Nc4ccccc43)c(N)n12	-1.1	0.7	0.9	-5	-1	1.1	-18	1	-0.1	-0.1	1.0*
CC(C)Cn1cc(Cl)c(=O)n(CC(C)C)c1=O	-0.2	0.3	0.4	9	-2	-2.0	2	2	1.1	0.6	-2.4
COC(=O)c1cccc(C(=O)N2CCC(CO)(CCc3ccccc3)CC2)c1	3.2	0.4	-1.1	3	0	0.5	-12	3	2.3	0.1	-0.6
Cc1ccc(NC(=O)COC(=O)c2ccc3c(c2)OCCO3)cc1	0.1	0.3	-1.4	-1	-1	2.1	-2	3	1.2	-0.6	-1.1
CCCC[C@@H]1Cc2[nH][nH]c(=O)c2[C@@H](c2ccc(Cl)cc2)O1	x	-0.2	-0.9	-8	-1	-0.2	-41	-2	x	-0.1	-1.0
O=C(Nc1cccc2ccccc12)NC1Cc2ccccc2C1	x	0.5	1.4	-4	1	0.9	2	0	0.2	-0.3	-1.6
S=C(NCCCN1CCOCC1)Nc1ccc(Nc2ccccc2)cc1	-0.1	0.6	-2.3	-3	-1	-1.2	6	-2	0.1	-0.6	-1.6
Cn1c(Cn2nnc(-c3ccccc3)n2)nnc1SCc1ccccc1Cl	-0.1	-0.1	-0.1	-7	-4	-3.1	3	-4	-0.8	-0.1	0.3
CC(c1nc2ccccc2[nH]1)N(C(=O)C1=NNC(=O)CC1)c1ccccc1 (stereo unspecified)	x	-0.5	4.4	-6	-2	0.8	2	-3	x	1.7	1.4*
CC1(C(=O)O)CCCN1C(=O)c1cc2ccccc2s1 (stereo unspecified)	x	-0.1	-0.8	-4	-2	2.1	11	1	-2.8	1.2	-1.3
Cn1c(SCc2ccc3c(c2)OCO3)nnc1-c1ccccc1	0.1	1.0	0.3	-5	0	1.9	4	-5	3.4	0.3	-1.2
O=C(CNC(=O)c1ccccc1F)NCc1cccnc1	1.9	-0.8	-1.9	4	-2	2.8	-1	6	1.9	0.1	-1.0
CC(=N\NC(=O)c1cc(Br)ccc1O)/C(=N/O)C(=O)Nc1ccccc1	0.1	0.6	-2.5	-5	0	1.6	4	-2	1.7	0.0	-0.3
Cc1ccc2c(c1)C(c1ccccc1)N(C(=O)c1ccccc1)CC(=O)N2 (stereo unspecified)	0.0	0.5	-2.2	-6	-3	-3.6	9	-17	-0.9	-0.5	-1.5
C=CCOC/C=C/C#CCN(CC=C)Cc1ccc(OC)cc1OC	x	0.8	-3.5	1	7.9*	5.3	2	0	x	-0.5	-0.9
O=Cc1cccc(Oc2ccc([N+](=O)[O-])cc2[N+](=O)[O-])c1	-1.6	0.1	-0.7	-8	4	-0.4	2	-10	-1.6	0.0	-1.3
COc1ccc(C(=O)NCc2nnc(SCC(=O)N3CCOCC3)o2)cc1	1.1	0.1	-1.1	-5	0	-0.3	2	0	0.6	0.2	-0.6
CN(C)c1ccc(NC(=O)CSc2nnc(-c3cnccn3)n2C)cc1	0.7	-0.8	1.3	-12	6	-0.1	7	-5	-2.3	-0.3	-0.4
O=C(CCc1ccccn1)NC1CCCc2c1cnn2-c1ccc(F)cc1F (stereo unspecified)	-0.7	-0.2	-1.6	0	-3	-1.5	-6	-1	-0.7	-1.6	-1.1
CC(=O)Oc1ccc(-c2cccc(C(=O)N3CCCCC3)c2)cc1	0.4	0.3	-0.8	1	2	1.6	-2	0	0.9	0.0	-1.4
Nc1nc(CSC(=S)N2CCN(c3ccccc3)CC2)nc(Nc2ccc(F)cc2)n1	0.1	0.2	-2.9	-7	0	-1.1	-6	-7	1.4	0.7	-1.1
COc1ccc(Br)cc1CN(C)CC(=O)Nc1c(Cl)cccc1Cl	-0.3	-0.2	-2.7	1	-2	-1.3	-9	-7	-0.1	-0.4	-1.6
O=C1N=C(N2CCCC2)S/C1=C\C=C\c1ccccc1	-0.6	0.3	-0.9	-1	-7	-0.8	12	0	-6.2	0.1	-1.7
C[n+]1cccc(C2C(C#N)=C(N)Oc3c2ccc2ccccc32)c1 (stereo unspecified)	1.4	0.7	0.6	-1	3	2.4	-2	4	-0.1	0.6	-0.2
CC(C(=O)Nc1ccc(Cl)cc1Cl)N1C(=O)NC2(CCCCCCC2)C1=O (stereo unspecified)	1.1	-0.1	0.8	-3	-2	-4.8	2	3	-0.9	2.3	-1.5
COc1cc(/C=C2\N=C(c3ccccc3)OC2=O)ccc1OCc1c(C)no[n+]1[O-]	1.3	-0.1	5.1	4	-3	-0.7	-4	17	2.9	0.6	-1.2
O=C(NC(=S)NCc1ccncc1)c1ccccc1	0.4	-0.1	-0.7	5	0	3.2	6	5	1.6	-0.9	-1.3
Cc1csc(NC(=O)CSc2nnc(-c3ccncc3)o2)n1	0.2	-0.4	-1.3	1	1	4.7	0	0	5.4	0.1	-1.0
O=C(O)c1cccc(N2C(=O)C3CC=C(Cl)CC3C2=O)c1 (stereo unspecified)	2.5	0.5	-0.2	6	-1	2.0	0	0	1.8	1.1	-0.6
Cc1c(C(=O)NCCCN2CCCC2=O)oc2c(Cl)cccc12	-2.0	0.0	0.1	-6	-1	0.7	16	0	1.9	0.2	0.1
COc1cc(NC(N)=S)c(OC)cc1Cl	1.1	-0.1	-0.6	3	-1	-0.2	6	5	0.9	-0.7	-1.0
C[C@@H]1[C@@H](O)C[C@]2(C[C@@H](O)c3ccccc3O2)O[C@H]1c1ccccc1	x	0.2	-1.3	0	-5	4.9	6	3	x	0.5	-1.2
O=C(CCNC(=O)c1ccco1)NCc1ccc(C(=O)O)cc1	0.8	0.1	1.1	2	1	-0.5	-1	-1	-0.5	-0.3	-1.0
CCn1c(C)nc2cc(OC)ccc21	1.6	-0.3	-1.6	-5	0	-1.7	1	1	-1.1	-0.6	-0.5
CN(CC1CCCO1)S(=O)(=O)c1ccc(C(=O)Nc2nccs2)cc1 (stereo unspecified)	-1.6	0.7	-1.4	-1	-4	2.9	-7	-4	2.3	0.6	-0.8
O=Nc1onc(-c2ccc([N+](=O)[O-])cc2)c1NO	3.2	-0.2	0.2	-8	-1	0.8	-86	-10	0.2	0.3	-1.4
Cc1nn(Cc2c(Cl)cccc2Cl)c(C)c1NC(=O)CCCn1nc([N+](=O)[O-])c(Cl)c1C	-0.6	0.7	-2.9	0	-1	-1.8	3	1	-1.6	-1.2	-1.8

Screening data (PubChem BioAssay)

An unsorted share of the library, and some 6.7% of all compounds hit somewhere here.
